HCMV inh: inhibitors of human cytomegalovirus. HFF cells, HCMV-luciferase reporter, 72 h; stronger effect = lower value. activity change, negative = inhibition, % at 57.5 µM. hit rate 4.5% among 410,000. AID 1259415; in the data active = activity change below about -60%; inconclusive = no clear call, values can overlap the other calls; inactive = above about -39%
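HFF cells seeded 16 h at 37C, treated with compounds, infected with luciferase-reporter HCMV at MOI 1 PFU/cell; luciferase read at 72 h post infection, normalized to buffer-only and Salinomycin controls.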
AMA1 RON2 block: inhibitors of Plasmodium falciparum AMA1-RON2 interaction | AlphaScreen AMA1-biotinylated RON2 peptide binding | Potency, µM (titrated, usually from 58.2 µM), for the others: at the top dose activity change, negative = inhibition, most hits filed as inhibitors | hit rate 0.2% among 360,000 | AID 720542;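 note: potency is the fitted concentration of half-maximal effect; 0% = vehicle wells and -100% = peptide control; nearly all actives have a fitted effect of over 45% in size; some results filed as inactive show a strong effect at the top dose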
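AMA1 (3D7) with his tag at 25 nM final met compounds first, then biotinylated RON2 peptide at 25 nM; detection used donor plus acceptor beads, 10 µg/mL apiece, read by AlphaScreen after 30 min at room temperature.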
HCV inhibitor: HCV inhibition; hit rate 3.4% among 340,000; Potency, µM (series often up to 41.8 µM), inactives show top-dose activity change, negative = inhibition, usual class: inhibitors; AID 651820; Huh7.5.1 HCVcc-Cre infection, luciferase reporter, 44 h; note: potency is the fitted concentration of half-maximal effect
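Compounds are dispensed onto cells plated 4 h earlier at 1,000 per well, with HCVcc-Cre virus (about 0.5 moi) added next. Following 44 h of culture, luminescent signal is measured for 15 sec after 15 min with substrate at room temperature.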
Sm TGR block: blocks Schistosoma mansoni thioredoxin glutathione reductase; Q962Y6; AID 485364; hit rate 3% among 360,000; Potency, µM (series often up to 114 µM), for the others: at the top dose activity change, negative = inhibition, hits mostly inhibitors; purified TGR, DTNB reduction, TNB absorbance 405 nm; note: potency is the fitted concentration of half-maximal effect; nearly all actives have a fitted effect of over 60% in size
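TGR 20 nM + NADPH 100 uM (dispensed conc.), cpd preinc 15 min RT; start with NADPH (500 uM addition) then DTNB (15 mM addition). Kinetic TNB absorbance, 405 nm filter. Four-parameter Hill fit across titration.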
FBPA Giardia inh: inhibitors of Giardia lamblia fructose-1,6-bisphosphate aldolase; Potency, µM (top dose mostly 59.6 µM), for the others: at the highest dose activity, negative = inhibition, actives largely listed as inhibitors; hit rate 0.71% among 290,000; A8B2U2; purified Giardia FBPA; note: potency is the fitted concentration of half-maximal effect; nearly all actives have a fitted effect of over 55% in size
Target sequence (A8B2U2 whole entry, looked up): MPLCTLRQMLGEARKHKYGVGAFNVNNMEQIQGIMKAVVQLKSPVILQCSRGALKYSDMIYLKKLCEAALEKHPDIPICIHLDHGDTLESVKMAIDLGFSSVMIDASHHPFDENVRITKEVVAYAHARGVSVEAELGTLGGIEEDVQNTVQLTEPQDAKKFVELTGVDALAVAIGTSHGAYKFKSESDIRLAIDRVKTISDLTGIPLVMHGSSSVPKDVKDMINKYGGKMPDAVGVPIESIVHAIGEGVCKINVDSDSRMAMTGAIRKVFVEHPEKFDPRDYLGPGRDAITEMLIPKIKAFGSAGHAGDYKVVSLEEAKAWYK
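40 nM FBPA preincubated 10 min at RT with compound (up to 57.5 uM final), then substrate plus GAPDH/TPI/NAD/arsenate coupling and diaphorase/resazurin added. Fluorescence read after 20 min at RT, 525/598 nm.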
AmpC detergent: AmpC beta-lactamase inhibition with detergent present; P00811; AmpC hydrolysis of nitrocefin, absorbance 480 nm, 0.01% Triton; Potency, µM (top dose mostly 114 µM), inactives show at the top dose activity change, negative = inhibition, hits mostly inhibitors; hit rate 0.041% among 370,000; AID 485294;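 note: potency is the fitted concentration of half-maximal effect; 0% = no-compound wells and -100% = no-enzyme wells; nearly all actives have a fitted effect of over 25% in size; some results filed as inactive show a strong effect at the top dose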
Target sequence (P00811 whole entry, looked up): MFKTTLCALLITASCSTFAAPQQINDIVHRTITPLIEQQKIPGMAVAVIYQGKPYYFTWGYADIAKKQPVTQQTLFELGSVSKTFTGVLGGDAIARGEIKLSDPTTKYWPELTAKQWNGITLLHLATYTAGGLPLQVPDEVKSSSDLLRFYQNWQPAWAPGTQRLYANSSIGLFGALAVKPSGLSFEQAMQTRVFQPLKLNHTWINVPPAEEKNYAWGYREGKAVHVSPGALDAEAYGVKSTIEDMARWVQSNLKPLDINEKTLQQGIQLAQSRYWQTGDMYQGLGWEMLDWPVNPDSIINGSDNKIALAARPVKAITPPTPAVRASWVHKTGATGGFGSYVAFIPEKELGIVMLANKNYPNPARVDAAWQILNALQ
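AmpC (5.3 nM in the dispensed reagent) in 20 mM phosphate pH 7.0 with 0.01% (detergent screen) or 0.0001% Triton X-100 was preincubated with compounds for 15 min at room temperature. Nitrocefin was then added from an 800 uM solution, and hydrolysis was followed at 480 nm.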
Numbers without * were called inactive; ? = inconclusive; . = not tested or not shown; [ ] = remark or other dose. Unless noted, calls come from the whole dose curve; as a rule, active = well fitted curve in the direction sought with a large enough effect; inconclusive = small, poorly fitted or top-dose-only effect, or another doubt; inactive = no such curve, though single readings can be large; an effect the other way counts as inactive or inconclusive. Unless noted, % is set by controls: 0 for no effect and ±100 for the full control effect. Compounds were not picked by outcome; 9.3% or so of the library scored in one or more.

No.	Structure	AmpC detergent	FBPA Giardia inh	Sm TGR block	AMA1 RON2 block	HCV inhibitor	HCMV inh
1	Nc1ccc2oc3ccc(N)cc3c(=O)c2c1	4%	?	6%	33%	-2%	?
2	COC(=O)CCC(=O)Nc1sc(Cc2ccccc2)c(C)c1C(N)=O	-8%	-8%	1%[57.1 µM]	-5%	6%	1
3	CNC(=O)c1ccc(-c2ccccc2)s1	-14%	-11%	-22%	13%	?	-1
4	CCN(CC)CCNCc1cc(Cl)c(OCC(=O)Nc2ccccc2)c(OC)c1	-5%	-5%	-13%	-3%	?	27
5	CCOc1ccccc1NC(=O)NNS(=O)(=O)c1cc(OC)ccc1OC	?	-4%	-3%	4%	17%	35
6	C(=N\n1cnnc1)/c1ccccn1	2%	9%	-13%	0%	1%	26
7	CCCNC(=O)Nc1nnc(C2CC2)s1	5%	-1%	19%	-1%	18%	-29
8	COc1ccc(-n2c(C)csc2=S)cc1	?	-7%	10%	-1%	12%	7
9	O=C(CN1C(=O)C2CCCCN2C(=O)c2ccccc21)Nc1ccc(F)cc1 (centres undefined)	?	3%	1%	-1%	-9%	-27
10	Cc1cccc(NC(=O)CNC(=O)Cn2cc(C(F)(F)F)cc(Cl)c2=O)c1C	?	.	-2%	1%	-8%	2
11	O=C(Cc1ccc(Cl)cc1)c1c[nH]c(C(=O)NCc2cccnc2)c1	-4%	9%	20%	3%	?	25
12	O=C(/C=C/c1ccccc1)c1ccc2c3c(cccc13)CC2	-10%	-3%	3%	?	?	?
13	OCCN(CCO)Cc1ccc(Br)cc1	?	-22%	5%	4%	17%	18
14	CCn1c(=O)cc(OCC(=O)Nc2ccc3c(c2)OCCO3)c2ccccc21	-9%	9%	7%	27%	-13%	47
15	Cc1cc(C(F)(F)F)nn1C(=O)c1cccnc1Cl	-4%	-2%	9%	-6%	21%	-9
16	COc1ccc(NC(=O)Cn2cc(C(=O)c3ccc(C)c(C)c3)c(=O)c3cc(OC)ccc32)cc1	1%	.	1%	.	.	0
17	Cc1ccc(C(=O)N(C)CC(=O)Nc2ccc(F)c(F)c2F)o1	3%	6%	0%	1%	21%	-35
18	CCOc1ccc(-n2nc3c(SCCN4CCCC4)nnc(C)c3c2C)cc1	-6%	-13%	-9%	-19%	10µM*	?
19	CCCCNC(=O)C12CCC(C)(C(=O)C1Br)C2(C)C (centres undefined)	3%	-2%	1%	32%	15%	-14
20	COc1ccc(C(=O)Nc2nc(-c3ccc(Br)cc3)ns2)cc1	0%	.	1%	.	.	?
21	CSc1ccccc1NC(=O)c1csc(C)c1	3%	9%	-4%	-15%	-12%	14
22	Cc1nn(CC(=O)NCc2cccc(F)c2)c(=O)c2cccn12	-3%	.	-6%	6%	11%	-31
23	O=C(O)/C(=C\c1ccco1)NC(=O)c1cccc2ccccc12	-12%	?	0%	-14%	2%	77
24	COc1ccccc1N(Cc1ccccc1)S(=O)(=O)c1cccc(C(=O)Nc2ccc(C(C)=O)cc2)c1	-1%	4%	-1%	10%	-1%	71
25	COc1ccccc1CNS(=O)(=O)c1cc(C(=O)NCC2CCCO2)c(Cl)cc1Cl (centres undefined)	.	.	.	4%	11%	5
26	C=CCSC1=NC(=O)/C(=C/c2cccs2)S1	-11%	-1%	-22%	6%	16%	0
27	CCOC(=O)CCc1c(C)c2ccc(OCc3ccc([N+](=O)[O-])cc3)cc2oc1=O	-14%	10%	1%	0%	-9%	-4
28	CCCc1c(C(=O)N/N=C/c2ccncc2)nnn1-c1nonc1N	-2%	0%	-7%	6%	5%	25
29	CCN(Cc1ccccc1)Cc1c(O)ccc2c(=O)c(-c3ccccc3OC)c(C(F)(F)F)oc12	3%	.	-19%	.	.	-21
30	COc1ccccc1CNC(=O)C(NC(=O)c1ccc(C)cc1)C(C)C (centres undefined)	-1%	6%	-3%	-5%	-16%	14

Part of the list above, in transposed form.
26. C=CCSC1=NC(=O)/C(=C/c2cccs2)S1
21. CSc1ccccc1NC(=O)c1csc(C)c1
18. CCOc1ccc(-n2nc3c(SCCN4CCCC4)nnc(C)c3c2C)cc1
22. Cc1nn(CC(=O)NCc2cccc(F)c2)c(=O)c2cccn12
25. COc1ccccc1CNS(=O)(=O)c1cc(C(=O)NCC2CCCO2)c(Cl)cc1Cl (centres undefined)

| entry no. | 26 | 21 | 18 | 22 | 25 |
| --- | --- | --- | --- | --- | --- |
| AmpC detergent | -11% | 3% | -6% | -3% | . |
| FBPA Giardia inh | -1% | 9% | -13% | . | . |
| Sm TGR block | -22% | -4% | -9% | -6% | . |
| AMA1 RON2 block | 6% | -15% | -19% | 6% | 4% |
| HCV inhibitor | 16% | -12% | 10µM* | 11% | 11% |
| HCMV inh | 0 | 14 | ? | -31 | 5 |

Other results.
No.	Structure	AmpC detergent	FBPA Giardia inh	Sm TGR block	AMA1 RON2 block	HCV inhibitor	HCMV inh
31	O=C(CN1C(=O)COc2ccc(S(=O)(=O)N3CCCC3)cc21)NCCc1ccc(Cl)cc1	4%	.	6%	.	.	-73*
32	O=C(COC(=O)CC1Sc2ccccc2NC1=O)NCc1ccccc1 (centres undefined)	2%	.	0%	9%	1%	-7
33	COCCN(C(=O)COC(=O)c1c(-c2ccccc2)noc1C)c1c(N)n(Cc2ccccc2)c(=O)[nH]c1=O	?	.	-21%	-3%	?	16
34	CCCn1cc(S(=O)(=O)c2ccc(C)c(C)c2)c(=O)c2cc(F)c(N3CCC(C)CC3)cc21	-1%	.	-1%	.	.	-31
35	CCOC(=O)c1cccc(NC(=O)CC(c2cc(OC)c(OC)c(OC)c2)N2Cc3ccccc3C2=O)c1 (centres undefined)	?	.	-1%	.	.	7
36	Cc1cc(C)nc(NS(=O)(=O)c2ccc(NC(=O)C3(c4ccccc4)CCCC3)cc2)n1	6%	7%	2%	-7%[11.6 µM]	13%	-25
37	CCN(CC(=O)Nc1c(F)cccc1F)C(=O)c1cc(S(=O)(=O)NCc2ccccc2)ccc1C	?	.	1%	-7%	-12%	-11
38	CSc1ccc(CCNC(=O)CCc2c(C)nc3cc(-c4ccccc4)nn3c2C)cc1	-1%	.	5%	.	.	-32
39	CCN1CCN(c2ncnc3c2sc(=S)n3-c2ccccc2)CC1	?	-1%	2%	58%[activator]	-1%	-14
40	COCc1nc2oc3ccccc3c(=O)c2cc1C(=O)OC	-14%	-2%	-10%	-2%	8%	.
41	CS(=O)(=O)NNC(=O)c1sccc1OCc1ncc(C(F)(F)F)cc1Cl	8%	2%	-1%	0%	?	-1
42	COc1cc(-n2cnnn2)ccc1S(=O)(=O)N1CCOCC1	-5%	-5%[12.9 µM]	12%	16%	21%	24
43	COc1ccc(N2CCN(C(=O)C3CCN(c4nc5ccc(C)cc5[nH]4)CC3)CC2)cc1	15%	.	-9%	.	.	0
44	O=C(CCC(=O)N1CCCC1)N1CCCC1	-3%	-6%	-1%	5%	12%	-8
45	Cc1[nH]c(C)c(S(=O)(=O)Nc2ccc(OC(F)(F)F)cc2)c1C(=O)N1CCCCC1	-7%	.	-13%	-1%	-20%	?
46	Cc1ccc(S(=O)(=O)N2CCN(C(=O)COC(=O)C3CCC3)CC2)cc1	-6%	.	17%	11%	12%	-15
47	Cc1ccc(N(CC(=O)NCCSc2ccccn2)S(=O)(=O)c2ccc(F)cc2)cc1	2%	0%	3%	-8%	-18%	?
48	Cc1nn(Cc2ccc(C(=O)NC(C)(C)C)o2)c(C)c1Br	0%	2%	?	0%	?	-80*
49	CCOC(=O)N1CCC(NCCNC(=O)c2ccccc2Cl)CC1	-17%	-19%	3%	-18%	-25%	11
50	CC(C)Oc1ccc(C2C(C(=O)c3ccco3)=C(O)C(=O)N2Cc2cccnc2)cc1 (centres undefined)	?	-12%	-13%	7%	31%[activator]	0
51	COc1cccc(NC(=O)c2ccc(CN3CCN(c4ccccc4)CC3)cc2)c1	?	-6%	-4%	-26%	14µM*	-67*
52	CCOC(=O)N1CCN(C2=C(NS(=O)(=O)c3ccc(NC(C)=O)cc3)C(=O)c3ccccc3C2=O)CC1	1%	.	?	-26%	-29%	?
53	O=C1C(Cc2ccccc2)NC(=S)N1Cc1ccccc1 (centres undefined)	-1%	1%	0%[57.1 µM]	17%	7%	-20
54	CC(C)c1nc2cc(Cl)ccc2n(Cc2ccccc2)c1=O	-4%	-4%	0%	-3%	-2%	-2
55	COc1ccc(NC(=O)O/N=C/c2c(C)nn(C(C)(C)C)c2C)cc1	-11%	-18%	4%	1%	-27%	?
56	CC(=O)c1c(C)[nH]c(C(=O)OCC(=O)Nc2ccccc2Cl)c1C	2%	1%	13%	-3%	?	-10
57	CCCCCCN(C(=O)CCCCCN1C(=O)NC(c2ccc(-c3ccccc3)cc2)C(C(=O)OCc2ccccc2)=C1C)C(C(=O)NCCCC)C1CCCCC1 (centres undefined)	0%	8%	2%	.	.	10
58	CCN(CC)c1cc(Oc2ccccc2)ncn1	-15%	-3%	-3%	1%	?	8
59	C=CCN(c1ccc(C(=O)OC)cc1)S(=O)(=O)c1ccccc1	4%	5%	-2%	20%	17%	-18
60	O=C(Nc1ccccc1O)c1cccc(S(=O)(=O)Nc2ccccc2O)c1	.	.	.	-18%	-8%	-18
61	CCN(CC)c1ccc(/C=N/NC(=O)c2cccc(S(=O)(=O)Nc3ccccc3OC)c2)cc1	-5%	-5%	-6%	-6%	11µM*	-16
62	COCc1cc(C2SCC(=O)Nc3c2c(=O)[nH]n3C(C)C)ccc1OC (centres undefined)	2%	8%	?	2%	5.6µM*	12
63	COc1cc(OC)cc(C(=O)Nc2cc3c(cc2N2CCOCC2)n(C)c(=O)n3C)c1	11%	.	0%	.	.	7
64	Brc1ccc2cccnc2c1	0%	2%	3%	7%	5%	30
65	Cc1ccc2c(c1)C(C)(C)[C@]1(C)NC(=O)CCN21	-6%	-14%	7%	4%	11%	-11
66	O=C(N/N=C\c1c(F)c(F)c(F)c(F)c1F)c1ccc(-c2ccccc2)cc1	-8%	7%	-9%	1%	33%[activator]	-69*
67	Cn1nc(C(=O)Nc2cccc(S(=O)(=O)N3CCCCC3)c2)c2ccccc2c1=O	-18%	.	3%	-14%	?	110
68	Cc1occc1C(=O)NNC(=O)c1ccccc1F	4%	0%	7%	13%	9%	?
69	Cc1ccc(S(=O)(=O)N2CCN(C(=O)COC(=O)/C=C/c3ccccc3F)CC2)c(C)c1	?	.	3%	-2%[11.6 µM]	1%	-8
70	CSC1=C(C#N)C(c2ccccc2)C(C(C)=O)=C(C)N1 (centres undefined)	8%	5%	.	-1%	5%	-38
71	Cc1ccc(NC(=O)CCS(=O)(=O)c2cccc3nonc23)c(C)c1	-7%	.	1%	.	.	1
72	CC(Sc1nc(=O)cc(N)n1CCc1ccccc1)C(=O)Nc1ccccc1C#N (centres undefined)	1%	.	4%	.	.	16

Looked up by compound from the entries so far, 2 records:
No.	Structure	AmpC detergent	FBPA Giardia inh	Sm TGR block	AMA1 RON2 block	HCV inhibitor	HCMV inh
71	Cc1ccc(NC(=O)CCS(=O)(=O)c2cccc3nonc23)c(C)c1	-7%	.	1%	.	.	1
65	Cc1ccc2c(c1)C(C)(C)[C@]1(C)NC(=O)CCN21	-6%	-14%	7%	4%	11%	-11

Source: PubChem (National Center for Advancing Translational Sciences (NCATS))
